Rin1-Abl PPI inh = blocks binding of human Rin1 to Abl; P00519+Q13671; TR-FRET Rin1/Abl binding, biochemical; inhibition, % at 7.35 µM; actives 0.4% (n = 360,000); in the data active = inhibition above about 5%, passing the limit was not always enough
CSN inh = inhibitors of human CSN-mediated cullin deneddylation; Q92905; Purified CSN, SCF-Nedd8-OG deneddylation, fluorescence polarization; inhibition, % at 12.5 µM; actives 0.38% (n = 360,000); AID 651999;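 active = pattern-corrected inhibition above about 35%, with an unprinted fluorescence ratio check between 0.5 and 1.5, limit read from the data, passing the limit was not always enough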;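 also: 0% = enzyme with substrate and 100% = substrate without enzyme; some results filed as inactive read as strong as hits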
Target sequence (Q92905 whole entry, looked up, one chain of several): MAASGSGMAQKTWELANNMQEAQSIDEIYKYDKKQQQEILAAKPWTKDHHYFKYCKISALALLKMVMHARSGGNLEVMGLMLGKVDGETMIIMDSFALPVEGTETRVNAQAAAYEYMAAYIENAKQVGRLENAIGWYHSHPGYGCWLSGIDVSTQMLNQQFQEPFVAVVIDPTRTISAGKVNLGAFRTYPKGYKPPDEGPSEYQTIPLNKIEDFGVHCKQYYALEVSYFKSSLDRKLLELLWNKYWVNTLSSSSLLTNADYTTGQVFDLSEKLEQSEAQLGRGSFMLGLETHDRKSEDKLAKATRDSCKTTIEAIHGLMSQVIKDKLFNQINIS
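assay system = purified human Csn5 enzyme expressed in HEK293T cells | amount = 0.24 nM enzyme | buffer or medium = Tris/NaCl/DTT buffer, pH 7.5 | reagent = 10 nM SCFSkp2-Nedd8OG | compound = one concentration, 12.5 µM, 0.25% DMSO | times = 90 min reaction at room temperature | signal = FP | read-out basis = % inhibition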
E coli Lon inh = inhibitors of E. coli Lon protease; purified E. coli Lon protease, fluorescence polarization; inhibition, % at 7.94 µM; actives 0.42% (n = 360,000); AID 602123; in the data active = inhibition above about 13%, passing the limit was not always enough;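 also: 0% = enzyme with probe and DMSO and 100% = no enzyme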
PABP1 MLLE inh = blocks PAM2 peptide binding to the PABP1 MLLE domain; P11940; GST-MLLE / FITC-PAM2 fluorescence polarization; inhibition, % at 20 µM; actives 0.36% (n = 360,000); AID 588489; in the data active = inhibition above about 35%, passing the limit was not always enough;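 also: plate controls were DMSO wells with GST-MLLE for no effect and wells lacking GST-MLLE protein for full effect; some results filed as inactive read as strong as hits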
MsrA act = activates bovine MsrA enzyme; purified bovine MsrA, absorbance read-out; actives 0.3% (n = 360,000); activation, % at 10.6 µM; in the data active = activation above about 7.5%;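 also: 0% = vehicle and 100% = reference activator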
Neddylation inh = blocks human cullin neddylation; P61081+Q13564; TR-FRET cullin neddylation, biochemical; calls only at 25 µM; actives 0.58% (n = 360,000); in the data active = inhibition above about 36%
Target sequence (P61081 whole entry, looked up): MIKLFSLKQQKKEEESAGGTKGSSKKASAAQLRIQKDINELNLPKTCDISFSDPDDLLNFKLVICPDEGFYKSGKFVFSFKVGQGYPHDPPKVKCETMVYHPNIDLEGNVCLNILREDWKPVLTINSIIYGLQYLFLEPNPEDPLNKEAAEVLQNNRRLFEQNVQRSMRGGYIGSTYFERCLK
Target sequence (Q13564 whole entry, looked up): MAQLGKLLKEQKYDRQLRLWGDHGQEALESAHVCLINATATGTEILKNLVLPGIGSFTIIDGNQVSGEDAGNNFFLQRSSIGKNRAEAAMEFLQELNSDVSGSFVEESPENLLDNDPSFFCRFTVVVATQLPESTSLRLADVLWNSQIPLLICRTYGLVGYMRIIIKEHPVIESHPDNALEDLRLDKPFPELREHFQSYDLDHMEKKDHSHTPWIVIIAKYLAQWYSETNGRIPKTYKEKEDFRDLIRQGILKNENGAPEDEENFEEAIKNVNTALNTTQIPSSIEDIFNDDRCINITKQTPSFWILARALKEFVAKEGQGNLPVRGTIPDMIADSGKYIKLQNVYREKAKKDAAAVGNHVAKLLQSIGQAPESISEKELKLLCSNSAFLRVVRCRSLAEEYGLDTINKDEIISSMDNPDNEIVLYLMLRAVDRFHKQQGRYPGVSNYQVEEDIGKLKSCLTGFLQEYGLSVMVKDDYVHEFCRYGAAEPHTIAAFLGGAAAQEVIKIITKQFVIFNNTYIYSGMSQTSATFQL
FAS-TE inh = FAS thioesterase (human) inhibition; P49327; recombinant FAS-TE, OMFH fluorogenic substrate, fluorescence endpoint; inhibition, % at 15 µM; actives 0.67% (n = 360,000); AID 602261;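 active = compounds whose normalised, plate-corrected inhibition of enzyme fluorescence in the single-dose primary screen is 50% or more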;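 also: 0% = DMSO with enzyme and 100% = substrate without enzyme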
MsrA inhibitor = inhibitors of bovine MsrA | inhibition, % at 15.5 µM | actives 0.75% (n = 360,000) | AID 651718 | purified bovine MsrA, absorbance read-out; in the data active = inhibition above about 4.5%;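 also: 0% = vehicle wells with enzyme and 100% = reference inhibitor wells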
Tb MetRS inh = blocks T. brucei methionyl-tRNA synthetase activity; inhibition, % at 11.9 µM; actives 0.4% (n = 360,000); purified T. brucei MetRS, ATP depletion, Kinase-Glo luminescence;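 active = inhibition above a per-plate cutoff of the control wells' mean inhibition plus 3 SD, cut at about 5.5% in these data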;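 also: 0% = DMSO wells median and 100% = median of wells with control inhibitor compound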
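Material: parasite MetRS enzyme / Replication: singlicate, one well per compound / Signal: luminescence of leftover ATP / Schedule: 2 h aminoacylation at 25 °C after 15 min preincubation / Medium: HEPES-MgCl2-KCl buffer plus DTT, spermine, BSA, pyrophosphatase / Doses: 11.9 µM single point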
Numbers without * were called inactive; i = inactive; . = no result given.

SMILES	Rin1-Abl PPI inh	CSN inh	E coli Lon inh	PABP1 MLLE inh	MsrA act	Neddylation inh	FAS-TE inh	MsrA inhibitor	Tb MetRS inh
O=C(CCCn1c(=O)oc2ccccc21)N1CCN(c2ccc(F)cc2)CC1	-1.7	3.9	0.8	3.3	-2.5	i	-3.9	-2.1	-0.6
CCN(c1cccc(C)c1)S(=O)(=O)c1ccc(-c2cc(C)no2)s1	-0.1	-0.6	-4.1	-4.5	-0.2	i	26.1	-0.3	-0.4
COC(C[C@H]1O[C@H]1[C@@H](O)[C@H](C)OCc1ccccc1)OC	-0.5	1.9	-3.3	-14.4	-2.7	i	-11.6	-0.3	-0.2
Clc1ccc2nc(-c3ccccc3)c(Cc3ccccc3)n2c1	-2.4	0.5	6.3	30.0	-3.5	i	14.0	1.9	-0.1
CC(C)(C)NC(=O)C(c1ccncc1)N(C(=O)c1csnn1)C1CC1 (configuration not stated)	-3.6	0.7	2.1	-5.2	-1.8	i	-5.2	-0.4	0.3
O=C(CN1C(=O)S/C(=C\c2ccccc2F)C1=O)NCCCn1ccnc1	-5.5	-2.5	5.1	29.9	-1.2	i	0.1	2.6	0.6
CSc1ncc(Cl)c(C(=O)Nc2ccc(NC(C)=O)cc2)n1	-3.8	-3.2	-5.1	5.1	-2.3	i	-6.3	0.7	-0.3
Cc1cnc(NC(=O)CCCSc2nc3ccccc3s2)s1	-13.0	1.0	2.0	5.2	-1.9	i	-4.1	-0.7	-0.6
COc1ccc(NC(=O)C2(C)CCN2C(=O)CC2CCCC2)cc1OC (configuration not stated)	-6.1	-2.7	-1.3	2.0	-0.4	i	-2.7	1.1	0.2
Cc1nc2nc(CSc3nc4ccccc4s3)cc(=O)n2[nH]1	-2.4	3.4	-7.6	-4.2	-2.2	i	-57.4	-0.2	-0.5
Cc1ccc(NC(=O)COC(=O)c2ccc([N+](=O)[O-])s2)c(C)c1	-0.2	7.2	-2.2	-1.8	5.2	i	2.1	2.5	-0.2
COC(=O)Nc1ccc(SCC(=O)c2ccc(Cl)cc2)cc1	2.3	3.5	1.4	35.2	-2.2	i	19.6	-0.3	0.1
COc1ccc(/C=C/c2cc(O)cc(OC3OC(CO)C(O)C(O)C3O)c2)cc1 (configuration not stated)	-3.8	0.4	-7.1	-20.0	-1.8	i	-0.5	4.5	-0.4
Cc1cc(C)n(C(N)=NC(=O)c2ccc([N+](=O)[O-])cc2)n1	0.7	-1.1	-12.0	4.2	0.9	i	-0.2	0.9	0.0
Cn1c(SCC(=O)N2CCCC2)nnc1-c1cnccn1	4.6	-4.7	-6.1	4.7	-2.1	i	-0.7	-1.1	-0.2
C#CCN(C[C@@H]1[C@@H](OC(=O)NCC2CCCCC2)[C@@H](OC(=O)NCC2CCCCC2)Cn2c(=O)n(CCCCCC)c(=O)n21)S(=O)(=O)c1ccc(C)cc1	4.4	-5.5	1.0	-11.7	-1.6	i	16.3	-0.4	0.2
CC(C)(C)OC(=O)NCCCC[C@@H](C(=O)NCCCCCCCCCCC(=O)N1CCN(C(=O)OC(C)(C)C)CC1)n1cc(CCCC(=O)O)nn1	9.9	-1.3	-8.7	10.7	5.4	i	-0.7	-0.2	-0.3
CC1CCN(C(=O)CN2C(=O)C(=O)c3ccccc32)CC1	-5.1	-1.4	1.9	-2.0	1.1	i	-7.5	.	-0.6
CCOCCCN(C(=O)Cn1nnc(-c2ccc(C)o2)n1)C(C(=O)NC1CCCC1)c1ccc(C)o1 (configuration not stated)	-0.8	1.4	-2.3	2.9	-0.1	i	0.8	-0.6	-0.1
CC(C)[C@H](NS(=O)(=O)c1ccccc1)C(=O)OCC(=O)NCc1ccc2c(c1)OCO2	5.4	-1.0	-13.5	-14.6	-1.0	i	-1.0	0.9	-0.3
CCN(Cc1ccccc1)C(=O)CC1Oc2ccccc2NC1=O (configuration not stated)	-0.2	0.5	5.7	4.1	-10.7	i	-3.0	1.9	-1.2
CCNC(=O)NC(=O)C(C)Sc1ncc(C(F)(F)F)cc1Cl (configuration not stated)	2.4	-4.4	8.0	6.5	-0.8	i	0.7	0.8	0.3
OC(c1ccc(Cl)c(Cl)c1)c1ncc(-c2cccc(F)c2)[nH]1 (configuration not stated)	-6.2	7.0	-6.6	0.0	0.1	i	24.2	-0.2	0.9
COc1ccc(-c2ccc(CN3C(C)C(=O)N(Cc4cn(CC5CCCCC5)nn4)CCS3(=O)=O)cc2)cc1 (configuration not stated)	0.8	-1.4	1.4	3.0	-0.8	i	25.8	0.8	-0.9
Cc1cccn2c(=O)c3cc(C(=O)NC4CCCC4)n(C)c3nc12	0.5	-5.7	3.8	11.4	-2.0	.	5.8	0.2	-0.5

In the list so far, these contain two or more sulfur atoms.
SMILES	Rin1-Abl PPI inh	CSN inh	E coli Lon inh	PABP1 MLLE inh	MsrA act	Neddylation inh	FAS-TE inh	MsrA inhibitor	Tb MetRS inh
CCN(c1cccc(C)c1)S(=O)(=O)c1ccc(-c2cc(C)no2)s1	-0.1	-0.6	-4.1	-4.5	-0.2	i	26.1	-0.3	-0.4
Cc1cnc(NC(=O)CCCSc2nc3ccccc3s2)s1	-13.0	1.0	2.0	5.2	-1.9	i	-4.1	-0.7	-0.6
Cc1nc2nc(CSc3nc4ccccc4s3)cc(=O)n2[nH]1	-2.4	3.4	-7.6	-4.2	-2.2	i	-57.4	-0.2	-0.5

New compounds follow:
SMILES	Rin1-Abl PPI inh	CSN inh	E coli Lon inh	PABP1 MLLE inh	MsrA act	Neddylation inh	FAS-TE inh	MsrA inhibitor	Tb MetRS inh
Cc1ccc2nc(-c3cccc(S(=O)(=O)N4CC(C)OC(C)C4)c3)cn2c1 (configuration not stated)	1.2	0.8	-5.8	10.9	-1.1	i	6.0	0.8	-0.1
O=C(NC1(C(F)(F)F)C(=O)Nc2c1c(=O)[nH]c(=O)n2Cc1ccccc1)c1ccc(Cl)cc1Cl (configuration not stated)	3.0	-1.3	5.9	0.3	-5.9	i	-5.3	0.2	-0.2
CCc1cc2ccc(C)cc2nc1SCC(=O)Nc1c[nH]c(=O)[nH]c1=O	0.8	-5.5	-9.0	-5.5	-7.0	i	-7.3	0.7	0.1
COc1ccc2nc(SCC(=O)Nc3ccccc3OC)[nH]c2c1	-2.8	1.6	13.8	-2.3	-4.7	i	2.3	0.0	0.1
CCc1ccc(-c2nc(SCC(=O)NC3CC3)n[nH]2)cc1	1.0	1.9	-13.7	-11.2	-3.0	i	-4.0	1.1	-0.5
CC(C)C[C@@H](CNC(=O)OC(C)(C)C)NC(=O)c1nc[nH]c1C(=O)N[C@@H](CC(C)C)C(=O)CNC[C@H](CC(C)C)NC(=O)c1nc[nH]c1C(=O)N[C@@H](Cc1c[nH]c2ccccc12)C(=O)OC(C)(C)C	4.7	-1.2	10.0	-7.9	-2.2	i	2.9	-1.0	-0.1
Cc1cc(Br)cc(C)c1OCCCCN(C)C	0.8	-4.2	-0.7	13.1	-0.2	i	-3.4	-0.9	2.5
COc1cccc(CN(C)C(=O)/C=C/c2ccc(S(=O)(=O)N3CCCCCC3)cc2)c1	1.4	3.6	5.5	-0.4	-4.0	i	17.9	2.5	-0.2
Cc1ccc(S(=O)(=O)N(C)C[C@H]2OCCCC[C@H](C)Oc3ccc(NC(=O)Nc4cccc5ccccc45)cc3C(=O)N([C@@H](C)CO)C[C@H]2C)cc1	-2.0	-1.8	0.4	-1.6	0.1	i	82.4*	1.6	0.6
C=CCNC(=O)CC(=O)N/N=C/c1cccs1	-1.6	5.1	10.4	-1.6	-1.6	i	-2.8	0.2	-0.5
COC(=O)CC1C(=O)NCCN1C(=O)CSc1nc2ccccc2s1 (configuration not stated)	-4.0	2.6	0.6	23.8	-1.2	i	-1.8	0.9	-0.1
O=C(COc1ccccc1)N1CCN(C(=O)c2ccccc2F)CC1	1.1	0.4	-1.8	-3.6	1.5	i	-4.7	-0.4	0.3
COc1ccc(Cl)cc1NC(=O)CN(C)C(=O)c1ccc(OCc2ccccc2)c(OC)c1	-3.6	-2.3	-0.1	6.8	-2.3	i	20.7	0.1	0.2
O=C(NC1CCCCC1)c1ccc(OC2CCN(Cc3ccccn3)CC2)cc1	5.4	-0.7	10.5	-3.7	-5.1	i	-3.0	.	-0.5
CCOc1ccc(C(=O)N2CCSC2=S)cc1	0.9	-0.5	-5.4	-4.0	-5.0	i	-6.3	0.7	-0.5
CCOC(=O)N1CCC(NC(=O)CSCc2nc(-c3ccc(C)cc3)oc2C)CC1	-1.6	-0.7	-5.2	10.1	0.1	i	-4.2	-0.4	-0.4
COc1cccc(C(=O)NCC(=O)N/N=C/c2ccc(OC(=O)c3cccs3)c(OC)c2)c1	-0.4	3.7	1.8	15.7	-2.1	i	7.9	1.1	0.3
COc1ccc(/C=C/C(=O)NC(=S)Nc2cc([N+](=O)[O-])ccc2O)cc1OC	0.2	1.6	5.4	29.9	-3.6	i	5.8	0.8	-0.5
Cc1ccccc1OCC(=O)N/N=C/c1cn(Cc2ccccc2)c2ccccc12	0.0	-2.0	11.1	-5.0	1.6	i	1.2	0.2	0.6
C=CCN1C(=O)/C(=C/c2ccc(OC)cc2)S/C1=N/c1nccs1	-0.8	-2.0	9.2	-0.5	-1.2	i	-8.1	0.2	-0.3
O=c1cc(CSc2ccccn2)c2ccccc2[nH]1	-1.2	-0.2	-5.4	-1.7	-1.5	i	-5.1	0.1	-0.1
O=C(CSc1nncs1)NC1CCCCCCC1	2.0	3.1	-3.0	-9.2	-2.7	i	-8.0	2.5	-0.2
CCCN(C(=O)Cn1c(C(F)(F)F)nc2ccccc21)C1CCS(=O)(=O)C1 (configuration not stated)	-0.9	0.1	0.6	-17.1	-2.1	i	-4.5	0.4	-0.1
CCOC(=O)c1c(C)[nH]c(C)c1C(=O)COc1ncnc2ccccc12	-1.4	2.9	-1.4	-19.0	-4.4	i	-1.6	-1.6	-1.0
OC[C@@H]1CC[C@@H](Cc2ccc(-c3ccccc3)cc2)O1	-1.7	4.6	-6.5	1.2	-2.1	i	-4.2	0.1	-1.7

Going on with the list.
SMILES	Rin1-Abl PPI inh	CSN inh	E coli Lon inh	PABP1 MLLE inh	MsrA act	Neddylation inh	FAS-TE inh	MsrA inhibitor	Tb MetRS inh
CC(C)OP(=O)(OC(C)C)C(Nc1ccccc1)c1ccccc1C(F)(F)F (configuration not stated)	-2.2	-17.1	1.4	7.8	-4.8	i	8.8	0.4	-0.5
COc1cc(C2CC(=O)Oc3c(C(CCN4CCCC(C)C4)c4ccc(N(C)C)cc4)c(OC)cc(OC)c32)cc(OC)c1OC (configuration not stated)	0.4	3.4	7.0	-13.0	-7.4	i	1.1	-0.3	-0.6
COC(=O)N1CCN(CCc2ccccc2)CC1	1.2	-0.1	-0.7	0.4	-3.1	i	-5.6	-0.7	-0.5
COc1ccc(CNc2nc(SCc3cc(=O)n4cc(Cl)ccc4n3)nc3ccccc23)cc1	-3.8	0.2	2.6	-73.8	-2.0	i	29.6	-0.1	0.1
CCOC(=O)c1ccc(NC(=O)CCS(=O)(=O)Cc2ccccc2)cc1	2.7	0.5	-0.6	0.1	-9.2	i	-10.0	-0.9	-0.1
O[C@@H]1CN(C2CCN(Cc3ccccc3)CC2)CC[C@H]1N1CCCCCC1	-0.9	-0.8	-13.6	31.3	-0.4	i	-4.5	0.4	-0.8

Full records as entered above. Values in the order: Rin1-Abl PPI inh	CSN inh	E coli Lon inh	PABP1 MLLE inh	MsrA act	Neddylation inh	FAS-TE inh	MsrA inhibitor	Tb MetRS inh
O[C@@H]1CN(C2CCN(Cc3ccccc3)CC2)CC[C@H]1N1CCCCCC1 is entered as -0.9	-0.8	-13.6	31.3	-0.4	i	-4.5	0.4	-0.8
COc1ccc(CNc2nc(SCc3cc(=O)n4cc(Cl)ccc4n3)nc3ccccc23)cc1 is entered as -3.8	0.2	2.6	-73.8	-2.0	i	29.6	-0.1	0.1

Bioassay records from PubChem.
